# FBW7 activator: human FBW7 E3 ligase activation, primary screen; AlphaScreen FBW7–phospho-cyclin E peptide binding, activator screen; normalized activity (activation), % at 26.1 µM; 650,000 tested, 0.13% active; in the data active = normalized activity above about 1.9%;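 note: purified mutant Fbw7 with reduced substrate affinity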
# MITF primary: human MITF inhibition, primary screen | inhibition, % at 2.6 µM | AID 1259374 | AlphaScreen MITF homodimerization, bead proximity signal | 650,000 tested, 0.91% active; in the data active = inhibition above about 50%;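 note: 0% = vehicle wells with protein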
# Target sequence (O75030 whole entry, looked up): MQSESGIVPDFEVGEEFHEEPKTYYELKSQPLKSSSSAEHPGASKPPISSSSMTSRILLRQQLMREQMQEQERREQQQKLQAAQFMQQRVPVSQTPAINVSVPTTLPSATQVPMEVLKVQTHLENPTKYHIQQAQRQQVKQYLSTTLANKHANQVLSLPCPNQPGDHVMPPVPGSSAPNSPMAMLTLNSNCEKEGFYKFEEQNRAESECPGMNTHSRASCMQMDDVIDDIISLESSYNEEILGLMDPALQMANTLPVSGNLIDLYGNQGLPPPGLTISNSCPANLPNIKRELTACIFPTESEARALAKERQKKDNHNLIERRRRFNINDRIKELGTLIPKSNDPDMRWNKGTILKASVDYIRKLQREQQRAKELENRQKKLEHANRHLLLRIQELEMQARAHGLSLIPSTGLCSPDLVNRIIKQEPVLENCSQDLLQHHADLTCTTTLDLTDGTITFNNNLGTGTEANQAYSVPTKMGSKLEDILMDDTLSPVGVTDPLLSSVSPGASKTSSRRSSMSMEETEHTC
# GPR151 activ: activators of human GPR151. activation, % at 11.2 µM. 650,000 tested, 1% active. PathHunter beta-arrestin GPR151 cells, luminescence. AID 1508602. Q8TDV0; in the data active = activation above about 4.9%;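 note: 0% = median of compound wells and 100% = cells with positive control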
# Target sequence (Q8TDV0 whole entry, looked up): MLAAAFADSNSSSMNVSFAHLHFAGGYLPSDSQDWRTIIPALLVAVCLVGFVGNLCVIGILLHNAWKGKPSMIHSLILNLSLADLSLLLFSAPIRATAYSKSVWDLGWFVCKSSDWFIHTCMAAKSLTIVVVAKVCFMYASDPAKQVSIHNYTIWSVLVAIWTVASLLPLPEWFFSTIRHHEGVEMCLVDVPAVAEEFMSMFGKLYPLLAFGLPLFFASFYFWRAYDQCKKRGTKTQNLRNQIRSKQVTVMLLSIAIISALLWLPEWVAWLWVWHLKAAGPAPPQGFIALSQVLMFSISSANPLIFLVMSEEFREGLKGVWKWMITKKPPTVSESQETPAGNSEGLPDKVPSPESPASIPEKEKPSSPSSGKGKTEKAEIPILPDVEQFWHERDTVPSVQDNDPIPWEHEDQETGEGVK
# TEAD-YAP inh: TEAD-YAP interaction inhibition. inhibition, % at 9.12 µM. AID 1259422. HEK-TIYL cells, TEAD-Gal4/YAP UAS-luciferase luminescence. 640,000 tested, 1.4% active; in the data active = inhibition above about 32%;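 note: 0% = median of test compound wells and 100% = reference inhibitor wells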
# Numbers without * were called inactive.
SMILES,FBW7 activator,MITF primary,GPR151 activ,TEAD-YAP inh
Cc1ccc(NC(=O)CCn2c(=S)[nH]c3ccccc3c2=O)cc1Cl,0.0,-4.3,1.7,-17.7
COc1ccccc1C(=O)N1CCN2C(=O)[C@H](CO)NC(=O)[C@H]2C1,0.3,19.4,0.4,4.3
CCC(C)NC(=O)c1ccccc1NS(=O)(=O)c1ccc(SC)cc1 (centres undefined),0.0,10.0,-0.7,12.8
COc1ccc(-c2cnc(N3CCC4(CC3)OCCO4)nc2)cc1,0.2,5.2,0.4,-26.6
CCCN(CCC)C(=O)CSc1nc2ccsc2c(=O)n1-c1ccc(F)cc1,-0.3,-1.1,0.2,-3.8
N#C/C(=C\c1ccc(Cl)cc1Cl)c1nc(-c2ccc(Cl)cc2)cs1,0.5,16.4,-0.6,-2.5
O=[N+]([O-])c1cccnc1Nc1cc(Cl)cc(Cl)c1,-0.1,16.5,0.0,-1.1
COc1ccc(NS(=O)(=O)c2cc(C(=O)Nc3cccc(C(=O)O)c3)ccc2C)cc1,0.1,8.9,-3.5,0.2
Cc1cc(OCC(=O)Nc2ccc(C(=O)OCC(C)C)cc2)ccc1Cl,0.6,-6.9,1.4,-6.1
COc1ccc(OC)c(CN2CCCC(C(=O)NN)C2)c1 (centres undefined),-0.3,50.2,0.2,-6.9
O=C(c1ccc(OC2CCN(Cc3ccccn3)CC2)cc1)N1CCC[C@H]1CO,-0.1,12.5,0.6,1.3
COc1ccc(S(=O)(=O)N2CCCCC2)cc1NC(=O)c1ccc([N+](=O)[O-])o1,0.3,4.1,2.6,21.4
CC(NC(=O)N(Cc1ccc2c(c1)OCO2)c1ccc(F)cc1)(C(F)(F)F)C(F)(F)F,-0.3,14.5,-0.1,-12.6
CSc1nc(C)c(CCC(=O)O)c(C)n1,0.0,-16.0,0.2,6.3
O=C(CSc1nc2c(c(=O)n1-c1ccc(F)cc1)SCC2)N1CCC(Cc2ccccc2)CC1,-0.2,-8.1,0.2,5.1
O=C(Cn1cnc([N+](=O)[O-])n1)NCc1cccs1,-0.2,-1.9,0.8,3.0
CCCCCCC(=O)Oc1ccc2cc(OC(=O)CCCCCC)ccc2c1,0.1,0.9,-0.4,-2.1
COc1ccc(CC(=O)Nc2c3c(nn2-c2cccc(Cl)c2)CS(=O)C3)cc1 (centres undefined),0.1,-0.2,1.1,15.3
COc1nc(NCCc2ccc(O)cc2)nc(-c2cccc(N)c2)n1,0.0,-3.9,0.6,-8.6
CCCCCCNc1nc(N2CCOCC2)nc(N2CCOCC2)n1,0.2,13.1,0.7,2.8
O=C(Nc1cc(C(F)(F)F)ccc1Cl)c1ccccc1Br,0.3,15.8,2.2,-1.2
CC(C)Cn1c(N)c(C(=O)COC(=O)c2ccc(Br)cc2)c(=O)n(C)c1=O,0.3,-7.2,1.5,11.4
CN(CC(=O)O)C(=O)c1ccccc1[N+](=O)[O-],-0.1,-4.0,2.0,-6.8
O=C(Nc1ccccc1)Nc1nnc(-c2ccccc2F)s1,0.0,-13.7,0.3,-5.8
CC(C)(C)C1CCC(C(=O)On2c(-c3cccc(Cl)c3)nc3ccccc3c2=O)CC1 (centres undefined),-0.2,-0.2,1.1,3.0

# (continued)
SMILES,FBW7 activator,MITF primary,GPR151 activ,TEAD-YAP inh
COc1cc(-c2nc3cnccn3c2NC(C)(C)CC(C)(C)C)ccc1O,0.2,21.1,0.7,8.2
CCOC(=O)c1c(-c2ccc(OC)cc2)csc1/N=C/C1C(=O)CC(C)(C)CC1=O,0.1,17.8,-0.9,-0.9
Cc1ccc(S(=O)(=O)n2nc(C)c(Sc3ccc(Cl)cc3)c2C)cc1,-0.1,2.9,-0.8,2.6
CCOc1cc(C=C2C(=O)N(C)C(=O)N(C)C2=O)c(Br)cc1OC,-0.9,-3.5,2.2,3.0
O=C(NC1(O)C(=O)c2ccccc2C1=O)c1cnn(-c2ccccc2)c1C(F)(F)F,-1.1,-13.4,2.9,1.1
N#CC1(c2ccccn2)Cc2cc([N+](=O)[O-])ccc2N2CCCCC21 (centres undefined),-0.3,-2.6,-0.2,4.8
COc1ccc(-c2csc(Cc3nnc(N4CCOCC4)n3-c3ccccc3)n2)cc1,0.2,-2.4,-0.3,8.2
Cc1cc(NCc2ccccc2)nc(-c2ccc3[nH]ccc3c2)n1,0.1,17.5,-0.4,3.3
Cc1ccc(/C(O)=C2\C(=O)C(=O)NC2c2ccc(Cl)cc2)cc1 (centres undefined),-0.2,-3.5,-0.8,-8.9
COCCCN1C(=O)CC(CC(=O)N2CCC[C@H]2CO)(c2ccccc2Cl)C1=O (some centres undefined),-0.1,-3.1,0.6,-5.7
CCOC(=O)/C(C#N)=C/Nc1cccc(Cl)c1,0.0,2.7,1.2,-10.9
COCc1nnc(NC(=O)COc2ccc(C(C)C)cc2)s1,0.4,9.7,0.9,8.1
COc1ccc(OC)c(C2C3=C(COC3=O)Nc3cc4c(cc32)OCO4)c1 (centres undefined),0.6,-6.8,-0.8,54.7*
CCOc1cc(C2CC(=O)Nc3c2ccc2ccccc32)ccc1OC(=O)C1CCCCC1 (centres undefined),0.1,-4.3,0.3,2.6
CC(C)(C)N(Cc1ccccc1)C(=O)CN1C(=O)NC2(CCCCCCC2)C1=O,0.0,-0.5,1.2,-8.2
Cc1cccc(OCCCCNC(C)(C)C)c1,0.0,8.3,0.0,-7.3
CCOC(=O)CNC(=O)NC(C)c1c(-n2cccc2)sc2c1CCCC2 (centres undefined),0.0,12.7,-0.8,8.9
COc1ccccc1C(=O)N/N=C(\C)CC(=O)Nc1ccccc1Br,0.0,-0.6,7.6*,-41.2
Cc1nonc1CN(C)C(=O)CC1(c2ccccc2F)CC(=O)N(CCN(C)C)C1=O (centres undefined),0.6,-4.1,-0.3,-1.1
COC(=O)C(=C/C=C/C=C/N(C)C)C(=O)OC,-0.1,6.8,0.4,7.3
CC1=CCC(C(=O)O)C(C(=O)Nc2cccnc2)C1 (centres undefined),-0.2,-4.5,-0.8,-2.5
Cn1ncc2c(Nc3ccc(OCc4ccccc4)cc3)ncnc21,-0.3,-5.1,-0.3,-5.6
Cc1ccc(Cl)cc1N(CC(=O)N1CCN(C)CC1)S(C)(=O)=O,0.0,-0.2,-0.7,0.7
COc1ccccc1C1=NOC(C(=O)Nc2c(C)n(C)n(-c3ccccc3)c2=O)C1 (centres undefined),-0.2,-9.0,0.7,3.0
O=C1C(Cl)=C(Nc2ccccc2F)C(=O)N1c1ccc(Cl)cc1,0.0,5.9,0.0,5.1

# Rewritten with two lines to a compound: part of the list above.
# Each structure is followed by: FBW7 activator, MITF primary, GPR151 activ, TEAD-YAP inh
CCOC(=O)c1c(-c2ccc(OC)cc2)csc1/N=C/C1C(=O)CC(C)(C)CC1=O
→ 0.1, 17.8, -0.9, -0.9
Cc1ccc(S(=O)(=O)n2nc(C)c(Sc3ccc(Cl)cc3)c2C)cc1
→ -0.1, 2.9, -0.8, 2.6
CCOc1cc(C=C2C(=O)N(C)C(=O)N(C)C2=O)c(Br)cc1OC
→ -0.9, -3.5, 2.2, 3.0

# The list continues:
SMILES,FBW7 activator,MITF primary,GPR151 activ,TEAD-YAP inh
Cc1ccc(/C=c2\sc3nc(=O)c(C)nn3c2=O)cc1,0.2,7.2,3.0,-8.8
OCc1ccccc1NC(=S)Nc1cccnc1,-0.1,11.6,5.8*,0.1
Cc1ccccc1Cc1c(C)nc2c(C(=O)N3CCOCC3)cnn2c1C,0.0,13.9,-1.2,-13.8
O=C(CSc1ccccn1)Nc1ccc(S(=O)(=O)Nc2nccs2)cc1,0.3,7.9,0.3,6.0
CCOc1ccccc1C1NC(=O)NC(C)=C1C(=O)OC1CCC(C)C(C)C1 (centres undefined),0.3,7.1,-0.3,0.8
CCc1c(C)nc2ccc(Br)cc2c1SCCC(=O)O,-0.1,2.4,0.4,14.9
CC(C)(C)C(=O)N1CCc2cc(NC(=O)C3CC3)ccc21,-0.5,10.1,1.9,-18.0
Cc1nc(-c2cccc(NC(=O)c3ccccc3)c2)cs1,0.1,14.7,-1.5,-14.5
O=C(NCc1ccncc1)C(=O)NC1CCCC1,-0.1,0.5,-0.9,-2.0
COc1ccc(C(=O)NCC2OCCc3ccccc32)cc1 (centres undefined),0.9,13.1,-0.5,-44.6
O=C(Nc1nnc(-c2ccc(F)cc2)o1)C1CCCCC1,-0.1,-0.9,-0.3,1.6
Cc1cncc2cccc(NC3CCCN(S(=O)(=O)c4ccc(Br)cc4)C3)c12 (centres undefined),-0.2,23.3,-0.9,4.6
Cc1ccccc1CNC(=O)CS(=O)(=O)Cc1nc(-c2ccccc2C)oc1C,0.6,12.4,0.0,9.4
COc1ccc2cc(C(=O)Nc3ccc(F)cc3)c(=O)oc2c1,-0.2,-15.4,-0.2,-72.2
Cc1c(Cl)ccc2sc(N3CCN(C(=O)C(C)(C)C)CC3)nc12,-0.1,12.0,0.2,1.4
CCOC(=O)C1C2C=CC3(CN(C(C)C)C(=O)C13)O2 (centres undefined),0.1,2.3,-0.8,-2.6
CCOC(=O)c1ccc2c(c1)C(=O)N(c1ccccc1)C2=O,-0.1,3.4,-2.9,-4.0
CCOc1ccc2nc(SCC(=O)N3CCC(C(=O)O)CC3)sc2c1,0.1,10.8,-0.4,3.5
O=C(O)CCC(=O)N1N=C(c2cccs2)CC1c1ccccc1 (centres undefined),0.4,9.5,0.7,-1.8
CC(C)N(CCC#N)S(=O)(=O)c1cccc2nsnc12,0.0,-4.0,-1.0,7.4
COc1ccc(C(=O)N/C(=C\c2ccc([N+](=O)[O-])cc2)C(=O)Nc2ccc(C)c(C)c2)cc1Br,0.0,-9.4,0.1,10.9
O=c1oc2ccccc2n1Cc1ccccc1,-0.2,-7.8,2.8,-7.0
Cc1ccc(NC(=O)c2ccc(F)c(S(=O)(=O)N3CCN(c4cccc(Cl)c4)CC3)c2)cc1F,-0.1,3.0,0.1,-1.4
CC(C)(C)n1ncc2c(=O)n(CC(=O)Nc3ccc(Cl)cc3)cnc21,0.0,-2.1,-0.5,-0.3
COc1ccc(C(=O)Nc2ccc(OC(C)C)cc2)cc1OC,-0.1,-0.6,-8.8,-10.2

# (list continues)
SMILES,FBW7 activator,MITF primary,GPR151 activ,TEAD-YAP inh
NC1=NC(=O)/C(=C\c2ccc(O)cc2)S1,-0.1,2.4,0.2,14.7
CCCn1c2c(c(O)c(C(=O)Nc3cccc(OC)c3)c1=O)CCCC2,-0.1,-0.8,-0.8,-3.7
COc1ccc(/C=C2\SC(=O)NC2=O)cc1OC,-0.1,-6.4,-1.3,-23.8
Cc1ccc(-c2nn3c(C)nnc3s2)cc1NC(=O)c1cccc([N+](=O)[O-])c1C,0.2,15.0,1.6,15.0
COc1ccc(C(=O)CCC(=O)Nc2ccc(C(=O)O)cc2)c(OC)c1,0.1,11.1,-0.5,13.2
CCCCCOc1ccc(/C=c2\sc3nc(-c4cccs4)nn3c2=O)cc1OC,0.0,13.3,-0.7,5.4
CCn1c2c(c(=O)[nH]c1=O)C(c1cccs1)C1=C(CCCC1=O)N2 (centres undefined),0.0,10.0,1.3,-0.3
N=C1/C(=C\c2ccco2)C(=O)N=C2SC(N3CCCC3)=NN12,-0.3,-10.7,-0.2,-29.9
COc1ccc(Cn2c(CCC(=O)NCc3ccccn3)nc3cccnc32)cc1,0.6,16.6,-1.1,3.4
N#Cc1ccccc1NC(=O)COc1ccc(NC(=O)c2ccccc2)cc1,-0.1,2.4,-1.0,-36.2
O=C(Nc1nn[nH]n1)c1ccccc1O,-1.7,14.3,2.0,-0.9
C=CCc1cccc2cc(C(=O)NC3CC(C)(C)NC(C)(C)C3)c(=O)oc12,0.0,-11.7,0.2,-0.7
COc1ccc(O)c(/C=N/NC(=O)CNc2ccc(I)cc2C)c1,0.0,-9.9,-0.2,12.8
Cc1cc(C(F)(F)F)nc(NCc2cccnc2)n1,0.0,-6.2,0.3,-5.6
CCN(CC)c1nc2c(c(=O)[nH]c(=O)n2C)n1Cc1ccccc1Cl,0.2,6.5,1.4,2.6
O=C(O)c1cc(=O)[nH]c2ccc(Cl)cc12,0.1,-15.3,0.5,-6.4
Cc1ccc(F)cc1N1C(=O)CSC1c1ccc(Cl)cc1 (centres undefined),0.0,-2.5,1.1,4.1
COCCn1c(SCC(=O)Nc2nccs2)nc2c(c1=O)SCC2,-0.1,3.8,1.6,-0.7
CCCCNc1nc(C)nc2sc(C)c(C)c12,0.2,4.1,-1.9,-5.0
CC1(C)CC2CC(C)(CN2C(=O)COC(=O)c2cc(=O)[nH]c(=O)[nH]2)C1 (centres undefined),0.0,19.5,-0.3,5.7
CC1CCN(S(=O)(=O)c2ccc(C(=O)Nc3sc4c(c3C(N)=O)CCN(C(C)C)C4)cc2)CC1,-0.1,-0.7,1.9,1.0
O=C1[C@@H]2C[C@H](NCc3cnn(-c4cccc(Cl)c4)c3)CN2C(=O)[C@H]2CCCN12,0.8,11.3,-1.5,3.3
CCOC(=O)c1ccc(-n2sc3c(c2=S)-c2ccccc2NC3(C)C)cc1,0.6,20.5,-1.4,-3.7
CCC(C(=O)OCC(=O)c1ccc(OC)cc1OC)c1ccccc1 (centres undefined),0.3,-21.9,3.2,-29.1
O=C(NC1CCCCC1)n1c(=O)oc2cc([N+](=O)[O-])ccc21,0.0,-1.6,-0.5,-3.2
OCCC1CN(Cc2cccc(F)c2F)CCN1Cc1ccccc1 (centres undefined),-0.1,-10.4,-1.1,-1.4
O=C(NCC(c1cccs1)N1CCc2ccccc21)c1c(F)cccc1Cl (centres undefined),0.1,21.1,0.0,-2.2

# Reformatted: 3 of the compounds above
> COc1ccc(Cn2c(CCC(=O)NCc3ccccn3)nc3cccnc32)cc1
  FBW7 activator: 0.6
  MITF primary: 16.6
  GPR151 activ: -1.1
  TEAD-YAP inh: 3.4

> N#Cc1ccccc1NC(=O)COc1ccc(NC(=O)c2ccccc2)cc1
  FBW7 activator: -0.1
  MITF primary: 2.4
  GPR151 activ: -1.0
  TEAD-YAP inh: -36.2

> O=C(Nc1nn[nH]n1)c1ccccc1O
  FBW7 activator: -1.7
  MITF primary: 14.3
  GPR151 activ: 2.0
  TEAD-YAP inh: -0.9
